UPR XBP1 act: adaptive UPR (XBP1) activation; CHO-XBP1 luciferase reporter, IRE1-XBP1 UPR activation, luminescence; percent of tunicamycin response, DMSO as zero; activation, % at 20 µM; 0.33% of 330,000 active; AID 463104;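 active = versus positive control, 20 µM dose yields 30% or more activation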;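 note: 100% = tunicamycin at 10 µg/mL and 0% = DMSO only wells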
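Material: CHO cell line with stable XBP1 luciferase reporter; buffer or medium: F12 medium containing 10% fetal bovine serum; compound: single point, 20 µM final compound, 1% DMSO; incubation: 6 h treatment, 37 °C; measured by: glow luminescence from Steady-Glo reagent; evaluation: activation, % of tunicamycin; control set: tunicamycin high, DMSO low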
CHOP UPR activ: activators of apoptotic arm of unfolded protein response (CHOP) | AID 449763 | CHO-CHOP luciferase reporter, UPR activation, luminescence; percent of tunicamycin response over DMSO baseline | 0.34% of 330,000 active | activation, % at 10 µM;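 active = at 10 µM dose, activation of 40% or more, normalized to positive control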;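 note: 100% = tunicamycin at 10 µg/mL and 0% = DMSO alone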
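System: CHO-CHOP luciferase reporter cell line; amount: 500 cells/well; buffer or medium: F12 medium containing 10% fetal bovine serum; incubation: 6 h compound exposure at 37 °C after overnight seeding; measured by: luciferase luminescence after 10 min with Steady-Glo reagent; evaluation: % reporter activation, DMSO baseline versus tunicamycin full activation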
Jurkat NFkB inh: inhibitors of the PMA/ionomycin-induced NF-kB reporter in Jurkat cells. 0.53% of 330,000 active. PMA/ionomycin-induced NF-kB luciferase reporter, luminescence. inhibition, % at 4 µM; in the data active = inhibition above about 50%
697 NFkB inh: lowers PMA/ionomycin-induced NF-kB signal in 697 B cells; 697 B-cell NF-kB luciferase reporter, 16 h; inhibition, % at 4 µM; 0.33% of 330,000 active; in the data active = inhibition above about 35%
tim10-1 inh: tim10-1 yeast growth inhibition | S. cerevisiae tim10-1 ts strain growth, BacTiter-Glo, 24 h | 2.2% of 330,000 active | inhibition, % at 20 µM;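 active = inhibition of at least 40%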;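 note: mutant grown at 25 °C; 0% = DMSO wells with yeast and 100% = wells holding no yeast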
TIM10 inh: inhibits growth of TIM10 yeast strain. S. cerevisiae TIM10 strain growth, BacTiter-Glo luminescence, 24 h. inhibition, % at 10 µM. 1.4% of 330,000 active. AID 463195;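 active = inhibition of 40% or more at the single tested concentration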;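 note: wild-type TIM10 isogenic control strain grown at permissive 25 °C; 0% = DMSO yeast wells and 100% = minimal medium wells without yeast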
tim23-1 inh: growth inhibitors of tim23-1 mutant yeast | S. cerevisiae tim23-1 growth, BacTiter-Glo luminescence, 24 h | inhibition, % at 20 µM | 1.3% of 330,000 active;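 active = growth inhibition of the mutant yeast at or above 50%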;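 note: temperature-sensitive mutant grown at 25 °C; plate controls were DMSO-treated mutant yeast for no effect and medium wells lacking yeast for full effect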
Mdm2 MdmX PPI: inhibitors of human Mdm2/MdmX interaction. O15151+Q00987. SaOS-2 split-luciferase Mdm2/MdmX complementation, luminescence. inhibition, % at 8 µM. 3% of 330,000 active;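 active = inhibition of at least 50% at 8 µM in the primary screen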
Target sequence (O15151 whole entry, looked up): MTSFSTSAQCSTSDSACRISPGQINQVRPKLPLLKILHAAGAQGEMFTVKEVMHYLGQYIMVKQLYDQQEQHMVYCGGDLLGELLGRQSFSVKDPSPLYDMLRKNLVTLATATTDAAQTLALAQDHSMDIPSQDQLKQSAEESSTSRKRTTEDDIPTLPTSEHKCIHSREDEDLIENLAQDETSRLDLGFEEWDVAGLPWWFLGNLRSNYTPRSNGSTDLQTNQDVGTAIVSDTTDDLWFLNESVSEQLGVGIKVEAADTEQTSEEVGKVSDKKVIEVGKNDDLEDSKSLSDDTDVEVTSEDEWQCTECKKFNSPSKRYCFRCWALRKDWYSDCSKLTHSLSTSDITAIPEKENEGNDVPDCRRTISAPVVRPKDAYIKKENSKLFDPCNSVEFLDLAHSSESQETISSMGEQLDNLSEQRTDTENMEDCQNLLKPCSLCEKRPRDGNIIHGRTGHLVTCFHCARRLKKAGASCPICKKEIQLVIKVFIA
Target sequence (Q00987 whole entry, looked up): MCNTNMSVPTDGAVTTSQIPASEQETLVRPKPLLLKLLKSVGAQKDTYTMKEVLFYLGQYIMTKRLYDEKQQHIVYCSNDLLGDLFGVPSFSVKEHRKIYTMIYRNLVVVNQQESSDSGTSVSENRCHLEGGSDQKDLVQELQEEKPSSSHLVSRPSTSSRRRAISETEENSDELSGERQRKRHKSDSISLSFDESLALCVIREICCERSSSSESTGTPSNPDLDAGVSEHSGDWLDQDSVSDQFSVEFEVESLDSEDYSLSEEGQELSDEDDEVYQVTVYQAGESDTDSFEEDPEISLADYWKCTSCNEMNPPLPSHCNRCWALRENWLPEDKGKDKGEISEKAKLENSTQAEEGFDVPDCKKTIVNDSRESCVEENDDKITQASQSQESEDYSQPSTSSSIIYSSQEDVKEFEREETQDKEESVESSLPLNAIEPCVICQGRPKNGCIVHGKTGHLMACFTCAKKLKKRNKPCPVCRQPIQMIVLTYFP
The depositor's hits bear a star.

Every second line gives: tim23-1 inh	697 NFkB inh	TIM10 inh	Jurkat NFkB inh	CHOP UPR activ	Mdm2 MdmX PPI	tim10-1 inh	UPR XBP1 act
1: N#CCCN(CCC#N)C(=O)COc1ccc(Cl)cc1Cl
→ -2	4	-14	5	-1.8	15	8	0
2: COc1cccc(CN2CC(C(=O)NCCn3cccn3)CCC2=O)c1 (stereo not drawn)
→ 0	12	-5	10	-2.4	7	12	-2
3: CC(NC(=O)c1ccc(F)cc1)C1CC2CCC1C2 (stereo not drawn)
→ 27	16	-12	14	0.1	21	21	1
4: CCc1cccc2c1NC(=O)[C@]21[C@@H]2C(=O)N(Cc3ccccc3)C(=O)[C@@H]2[C@@H]2CCCN21
→ 25	-12	23	-2	1.0	13	27	-1
5: COC(=O)c1cccc(NC(=S)Nc2cc(Cl)ccc2OC)c1
→ 39	3	28	2	0.3	10	4	-2
6: Cc1ccc(-n2c(C)cc(/C=N/NC(=O)c3ccc(CN4CCOCC4)cc3)c2C)cc1
→ 13	8	2	13	-0.2	-3	-2	-2
7: O=C(/C=C/c1ccccc1F)N1CCN(c2ccccn2)CC1
→ 24	1	17	0	0.9	20	29	2
8: CCN1C(=O)/C(=C2/C=Cc3cc(C)ccc3N2CC)N(C)C1=S
→ 35	-13	14	12	1.1	7	34	-4
9: COc1cc(CN2CCSCC2)cc(OC)c1OC
→ -7	4	2	-2	-0.1	12	7	1
10: CC(C)(NC(=O)N1CCCC1)c1cccc(C(C)(C)NC(=O)N2CCCC2)c1
→ -14	11	-12	2	-0.3	12	-21	1
11: OCCC1CN(Cc2ccc(Oc3ncccn3)cc2)CCN1C1CCCC1 (stereo not drawn)
→ 3	-24	3	-6	0.1	12	7	-1
12: CC(C)(C)c1cc(CN(CCO)CCO)cc(C(C)(C)C)c1O
→ 6	17	0	19	0.9	6	10	-1
13: CCc1ccc(NC(=O)CCNC(=O)Cn2cnc3ccccc3c2=O)cc1
→ 10	7	1	10	-0.8	10	-5	-4
14: Cc1ccc(C2=NN(C(=O)CN3CCN(C4CCS(=O)(=O)C4)CC3)C(c3ccco3)C2)cc1 (stereo not drawn)
→ 9	24	-1	23	-0.8	14	4	13
15: N#CCN1CCN(CC(=O)Nc2ccc(OCc3ccccc3)cc2)CC1
→ 22	-11	-8	-38	-0.2	15	16	0
16: Cc1cc(NS(=O)(=O)c2ccc(NC(=O)c3cccc(OC(F)F)c3)cc2)nc(C)n1
→ -2	2	9	9	1.2	-5	1	0
17: O=c1c2c3nc4ccccc4nc3n(/N=C/c3ccco3)c2ncn1CCC1=CCCCC1
→ 37	29	24	7	2.5	19	22	1
18: O=C(NCCCN1CCOCC1)c1cc(Cl)ccc1[N+](=O)[O-]
→ 6	19	6	12	-0.1	10	-3	-2
19: C=CCN1C(=NC(=O)CCC(=O)O)SC2CS(=O)(=O)CC21 (stereo not drawn)
→ 0	11	2	-2	-0.4	-9	-2	4
20: COc1ccccc1CN(C)C(=O)C(c1ccccc1)c1ccccc1
→ 29	0	20	14	0.3	11	30	-1

Quoted at random: four records from the list
Every second line gives: tim23-1 inh	697 NFkB inh	TIM10 inh	Jurkat NFkB inh	CHOP UPR activ	Mdm2 MdmX PPI	tim10-1 inh	UPR XBP1 act
16: Cc1cc(NS(=O)(=O)c2ccc(NC(=O)c3cccc(OC(F)F)c3)cc2)nc(C)n1
→ -2	2	9	9	1.2	-5	1	0
2: COc1cccc(CN2CC(C(=O)NCCn3cccn3)CCC2=O)c1 (stereo not drawn)
→ 0	12	-5	10	-2.4	7	12	-2
17: O=c1c2c3nc4ccccc4nc3n(/N=C/c3ccco3)c2ncn1CCC1=CCCCC1
→ 37	29	24	7	2.5	19	22	1
14: Cc1ccc(C2=NN(C(=O)CN3CCN(C4CCS(=O)(=O)C4)CC3)C(c3ccco3)C2)cc1 (stereo not drawn)
→ 9	24	-1	23	-0.8	14	4	13

Continuation:
Every second line gives: tim23-1 inh	697 NFkB inh	TIM10 inh	Jurkat NFkB inh	CHOP UPR activ	Mdm2 MdmX PPI	tim10-1 inh	UPR XBP1 act
21: CCC(=O)Nc1cc(C(=O)OC(C(=O)c2ccc(C)c(C)c2)c2ccccc2)ccc1C (stereo not drawn)
→ 34	2	26	4	0.0	10	33	1
22: Cc1c(Cl)cnc(NC(=O)COC(=O)c2ccc([N+](=O)[O-])s2)c1Cl
→ -19	-10	66*	-8	-2.8	-5	49*	0
23: CCOc1ccccc1CNc1ncnc2ccc(-c3c(C)noc3C)cc12
→ 24	12	9	8	-1.3	79*	-1	-3
24: O=C(COC(=O)C12CC3CC(CC(Br)(C3)C1)C2)N1CCOCC1
→ -7	9	5	-2	1.3	-22	-4	-3
25: O=C(NCc1ccccn1)c1ccc(=O)oc1
→ -1	10	7	-1	-1.8	6	8	1
26: O=C1CSC(c2ccc([N+](=O)[O-])cc2)N1CCN1CCCCC1 (stereo not drawn)
→ -18	16	-2	-3	0.0	9	3	2
27: c1cc2c(cc1CN1CCOCC1)OCO2
→ 15	-9	7	-3	-3.2	15	6	1
28: Cc1ccccc1-c1cc(C(=O)NCc2ccc3c(c2)OCO3)n(CC2CC(c3cccnc3)=NO2)n1 (stereo not drawn)
→ -9	-1	-10	-18	-0.2	-15	1	-4
29: O=C(NCCS(=O)(=O)NCc1ccc(F)cc1)c1ccccc1
→ 12	-9	-7	10	0.8	-6	-3	1
30: CC(C)n1c(N2CCN(CC(=O)NCc3cccs3)CC2)nc2ccccc21
→ 20	-23	17	-1	-0.4	-4	10	1
31: C=CCn1c(SCC(=O)N2CCCC2)nc2cc(C(=O)NCC3CCCO3)ccc2c1=O (stereo not drawn)
→ -12	0	5	0	-1.3	34	9	-2
32: O=C(CSc1ccccc1F)NNC(=O)c1ccncc1
→ -6	14	1	-10	-1.1	-12	0	-2
33: CCN1C(=O)[C@H]2[C@@H](c3ccc(SC4CCCCC4)cc3)N3CCCC[C@@]3(C(=O)OC)[C@H]2C1=O
→ 10	-10	20	-22	-1.3	8	4	4
34: CCOc1ccccc1NC(=O)C1CCN(S(=O)(=O)c2c(C)noc2C)CC1
→ 8	8	-3	12	-1.0	20	15	-3
35: O=C(NC(=S)Nc1nc2ccc(F)cc2s1)c1ccco1
→ 6	-140	12	-13	3.6	-37	-3	-1
36: CN(C(=O)c1ccccc1C(=O)OCC(=O)c1ccc(Br)cc1)c1ccccc1
→ 39	-12	30	8	2.5	-26	39	-2
37: Cc1cccc(NC(=S)NCCO)c1C
→ 15	-5	-12	13	0.6	7	13	-2
38: O=C(NN1C(=O)C2C(C1=O)C1C=CC2C12CC2)c1cccnc1 (stereo not drawn)
→ -11	3	1	4	-1.2	15	-10	-2
39: Cc1ccc(C)c(S(=O)(=O)Nc2ccc(C(=O)NCC(c3ccco3)N(C)C)cc2)c1 (stereo not drawn)
→ -16	-12	-10	-5	1.0	-9	-25	0
40: Cc1ccc(F)cc1CNC(=O)C1CCC(=O)N(C2CC2)C1 (stereo not drawn)
→ -10	1	3	-11	0.4	28	-26	-3

Continuation:
Every second line gives: tim23-1 inh	697 NFkB inh	TIM10 inh	Jurkat NFkB inh	CHOP UPR activ	Mdm2 MdmX PPI	tim10-1 inh	UPR XBP1 act
41: COc1ccc(NC(=O)c2cc(C)nn2-c2ccccc2)cc1
→ 25	-5	12	-20	6.2	-52	24	3
42: COCCNC(=O)c1ccc(N2CC3CC(C2)c2cccc(=O)n2C3)c(NC(=O)c2ccc(F)cc2)c1 (stereo not drawn)
→ 6	-15	11	3	-0.6	16	-2	-2
43: Cc1cc(C)n(-c2cc(N3CCN(C(=O)c4cccc(Br)c4)CC3)ccc2[N+](=O)[O-])n1
→ 13	-8	13	18	-2.6	10	14	-2
44: CCSc1ccccc1C(=O)Nc1ccc([N+](=O)[O-])cc1OC
→ 30	15	1	4	-0.6	15	-2	1
45: O=C(NCCN1CCOCC1)C1CC(=O)N(c2ccc(F)c(Cl)c2)C1 (stereo not drawn)
→ 29	-28	3	-27	-1.3	16	17	-3
46: CCOC(=O)c1cc(C(C)=O)c(=O)[nH]c1C
→ -1	5	-6	-7	-0.8	-8	6	-1
47: CCOC(=O)N1CCN(C(=O)CSCc2ccccc2C)CC1
→ 24	-8	4	-2	3.9	13	16	-1
48: COc1cccc(CN=c2c([N+](=O)[O-])nn(-c3ccccc3C)n2O)c1
→ 5	16	-2	6	-2.9	-12	8	-4
49: Cc1ccc(N2C(=O)NC(NS(=O)(=O)c3ccc(C)cc3)(C(F)(F)F)C2=O)cc1 (stereo not drawn)
→ -2	2	-11	17	2.1	24	0	-1
50: Cc1ccc(S(=O)(=O)CCC(=O)N2CCN(c3ccccc3O)CC2)cc1
→ -2	9	-31	3	-2.0	-5	-48	1
51: CCOc1ccc(-c2cc(C(=O)N3CCN(C)CC3)c3ccccc3n2)cc1
→ 14	-23	17	-54	5.6	-27	18	-1
52: COC(=O)c1ccc(NC(=O)CCc2nnc3ccc(N4CCC5(CC4)OCCO5)nn23)cc1
→ 0	-13	18	12	-1.1	15	16	-2
53: Cc1ccccc1NC(=O)c1ccccc1
→ 12	9	3	0	3.5	6	5	0
54: CC(C)(C)C(C(Oc1ccc(Cl)cc1)n1cncn1)n1nnnc1C(c1cccc(Cl)c1)N1CCCCC1 (stereo not drawn)
→ 31	-23	33	-11	0.1	57*	36	8
55: NC(=O)c1ccc[n+](CC(=O)c2ccc(Cl)c(Cl)c2)c1
→ -6	-14	0	-2	-0.7	24	5	0
56: Cn1cccc1/C=N/NC(=O)C12CC3CC(CC(C3)C1)C2
→ 17	8	11	7	-0.4	-12	22	1
57: CCCCC1(C)OC(=O)C(=Cc2ccc(N(CC)CC)cc2)C(=O)O1 (stereo not drawn)
→ 28	10	-8	17	-3.8	10	14	-2
58: Cc1oc(-c2ccc(Cl)cc2)nc1CN1CCC(C(=O)NCCCN2CCCC2=O)CC1
→ -20	0	6	-2	-1.7	21	-1	0
59: COc1ccc(CNc2cc(NCCCO)c([N+](=O)[O-])c3nonc23)cc1
→ 11	-5	-4	3	-2.6	15	18	0
60: CC(=O)c1sc(NC(=O)c2cccs2)nc1C
→ 25	-17	15	9	6.7	20	12	-4

More results follow.
Every second line gives: tim23-1 inh	697 NFkB inh	TIM10 inh	Jurkat NFkB inh	CHOP UPR activ	Mdm2 MdmX PPI	tim10-1 inh	UPR XBP1 act
61: COCCN(Cc1ccco1)C(=O)Cn1ncc2c(=O)oc3ccccc3c21
→ 7	-6	-3	6	0.4	-12	15	-2
62: O=C1Nc2ccccc2/C1=N\c1sc2c(c1C(=O)Nc1ccccc1)CCCC2
→ 24	2	8	-9	-1.6	18	16	1
63: CCN(CC)S(=O)(=O)c1ccc(C)c(NC(=O)CSc2ncc(C(F)(F)F)cc2Cl)c1
→ -13	5	6	-9	-0.5	6	2	-3
64: CC1(C)Cc2ccccc2C2=C(C(=O)N3CCCCCC3)C(=O)C(=O)N21
→ -2	-2	-10	0	0.6	5	-9	1
